Glioma ERSR ind – qHTS for Inducers of the Endoplasmic Reticulum Stress Response (ERSR) in Human Glioma: qHTS | U87-MG GRP78 promoter luciferase reporter, 16 h | Potency, µM, for inactives: at the top dose activation, hits mostly activators | actives 0.02% (n = 420,000) | AID 602332, 2012; active means well fitted activation curve with a large enough effect; inconclusive means small, poorly fitted or top-dose-only effect; inactive means no such curve, though single readings can be large or run the other way; further: series mostly up to about 76 µM; % of control where 0% means no effect; nearly all actives have a fitted effect of over 35% in size
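Stably transfected U87-MG glioma cells carrying a GRP78-based luciferase sensor; 16 h compound incubation. Luminescence end-point read 10 min after Bright-Glo addition at room temperature.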
* marks the source's active call; other numbers are inactive results; u = inconclusive; & = joins results of further samples. Potency means the concentration at half of the fitted maximal effect. Not all compounds are listed (hit frequency here may not be typical).

SMILES | Glioma ERSR ind
CN(Cc1cnc2ccccn12)C1CCN(c2cccc(NC(=O)c3cccnc3)c2)CC1 | -2%
OC(CN1CCCCC1)c1cc(-c2ccccc2)on1 (configuration not stated) | -3%
COc1ccc(OC)c(-c2cc(Cl)c3c(c2)CC(CNC(=O)C(C)N2CCOCC2)O3)c1 (configuration not stated) | 0%
Cc1ccc(C)c(CN2CCc3nnc(CNC(=O)c4cc(C)oc4C)n3CC2)c1 | -4%
CCOC(=O)C1CCCN(C(=O)c2cnn(-c3ncc4c(n3)-c3ccccc3CCC4)c2C2CC2)C1 (configuration not stated) | 0%
Cc1ncc2c(c1CNS(=O)(=O)N(C)C)CCN(C(=O)c1c(F)cccc1F)C2 | -6%
COc1ccccc1C(=O)N(Cc1cc2cc3c(cc2nc1N(C)C)OCO3)CC1CCCO1 (configuration not stated) | -2%
Cc1cc(CNC(=O)c2cnn(-c3ncc4c(n3)-c3ccccc3CCC4)c2C2CC2)on1 | -3%
Cn1c(-c2ccncc2)nc2cc(C(=O)N[C@H]3CCCCNC3=O)cc(NC(=O)C3CCC3)c21 | -3%
COc1cc([C@@H]2c3cc4c(cc3[C@@H](O[C@@H]3O[C@@H]5CO[C@@H](C)O[C@H]5[C@H](O)[C@H]3O)[C@H]3COC(=O)[C@H]23)OCO4)cc(OC)c1OP(=O)(O)O | -4%
Cc1cc(C(=O)Nc2cccc(-c3nc(CNC(=O)c4cc5ccccc5[nH]4)c(C)o3)c2)c(C)o1 | -6%
Cc1nc(CC(=O)NCC2Cc3cc(F)cc(-c4ccc(F)c(C)c4)c3O2)cs1 (configuration not stated) | -3%
CCOC(=O)CN[C@@H](C(=O)N1CC[C@H]1C(=O)NCc1ccc(/C(N)=N/O)cc1)C1CCCCC1 | -3%
CC[N+](CC)(CC)CCOC(=O)C(C1CCCC1)C1CCCC1 | -4%
O=C(NCCCN1CCOCC1)c1cnn(-c2ncc3c(n2)-c2ccccc2CC3)c1C1CC1 | 1%
CSc1nnc(CNC(=O)/C=C/c2ccccc2Cl)n1-c1ccc(F)cc1 | -1%
COc1cc(=O)n2c(c1C(=O)N(C)Cc1nonc1C)CCN(C(=O)c1cc(C)ccc1C)CC2 | -5%
COc1ccc2c(c1)OC(C)CN(CC(=O)NCc1cn[nH]c1-c1ccc(F)cc1)C2 (configuration not stated) | -1%
CC(C)c1c(C(=O)NCCN2CCOCC2)cnn1-c1nccc(-c2ccco2)n1 | 5%
CCC1(C2CCN(Cc3ccc(C)s3)CC2)NC(=O)N(CC2COc3ccccc3O2)C1=O (configuration not stated) | -4%
COCC(=O)Nc1cc(C(=O)N[C@H]2CCCCNC2=O)c2c(c1)nc(-c1ccncc1)n2C | -2%
COc1ccc(/C=C/C(=O)N2CCc3c(cnc(C)c3CNC(=O)c3ccsc3)C2)cc1OC | -5%
COC(=O)[C@@H]1CCCN1C(=O)c1c(OC)cc(=O)n2c1CCN(Cc1ccc(C)o1)CC2 | 1%
CCSc1nnc(C(C)NS(=O)(=O)c2cccc(Cl)c2C)n1C (configuration not stated) | -7%
Cc1nc(CN2CCN(C(=O)CC3(c4ccccc4Cl)CC(=O)N(C)C3=O)CC2)cs1 (configuration not stated) | -3%

Brought forward from above: three compounds, followed by the next part.
SMILES | Glioma ERSR ind
COC(=O)[C@@H]1CCCN1C(=O)c1c(OC)cc(=O)n2c1CCN(Cc1ccc(C)o1)CC2 | 1%
CCSc1nnc(C(C)NS(=O)(=O)c2cccc(Cl)c2C)n1C (configuration not stated) | -7%
Cc1nc(CN2CCN(C(=O)CC3(c4ccccc4Cl)CC(=O)N(C)C3=O)CC2)cs1 (configuration not stated) | -3%
COc1ccc2c(c1)-c1nc(-n3ncc(C(=O)NCC4CCCN(C)C4)c3C3CC3)ncc1CC2 (configuration not stated) | -2%
COc1ccc(OC)c(-c2ccnc(-n3ncc(C(=O)N(C)CCO)c3C3CC3)n2)c1 | 2%
COc1ccc(C(C)N(C)Cc2nc(N3CCN(C(=O)c4ccco4)CC3)c3ccccc3n2)cc1 (configuration not stated) | 0%
O=C(c1cccc(Cl)c1)N1CCCC(Cn2cc(C(=O)N3CCCC3)nn2)C1 (configuration not stated) | 1%
COc1ccc(/C=C/C(=O)N2CCc3c(cnc(C)c3CNS(=O)(=O)c3cccs3)C2)cc1 | 1%
C#Cc1cccc(C(=O)NCc2nc(-c3cccc(NC(=O)c4ccccn4)c3)oc2C)c1 | -1%
COc1cccc(OC)c1CN1CCC2(CCC(CNC(=O)c3ccccc3)O2)CC1 (configuration not stated) | -2%
Cc1c(C(=O)N2CCCCCC2)sc2ncnc(NCC3CCCO3)c12 (configuration not stated) | -1%
COc1ccccc1C1CN(CCNC(=O)c2ccc3c(c2)OCCO3)Cc2ccccc2O1 (configuration not stated) | -3%
COc1ccc(CNC(=O)C2CCCN2c2nc(C)c3ccccc3n2)cc1 (configuration not stated) | -3%
COc1cc(=O)n2c(c1C(=O)N(C)Cc1cscn1)CCN(Cc1ccc3c(c1)OCCO3)CC2 | -4%
CCOc1cccc(CN2CCC(n3cc(C(=O)N4CCCCC4)nn3)CC2)c1O | -1%
Cc1ccc(-c2ccnc(-n3ncc(C(=O)N4CCCCC4c4cccnc4)c3C3CC3)n2)o1 (configuration not stated) | -6%
COc1cccc(-c2nc3cc4c(cc3cc2CN(C(=O)c2cc(C)nn2C)C2CC2)CCC4)c1OC | -4%
COC(=O)[C@@H]1CCCN1C(=O)c1cnn(-c2ncc3c(n2)-c2ccccc2CCC3)c1C1CC1 | u
COc1cc(-c2cnc3ccccc3c2)cc2c1OCCN(C(=O)Cn1nccc1C)C2 | -5%
Cc1cc2c(c(-c3ccc(Cl)cc3)c1)OC(CNC(=O)CCC(=O)N(C)C)C2 (configuration not stated) | 0%
CC(=O)c1ccc(-c2ccc3c4c(ccc3c2)OC(CNC(=O)[C@@H]2CCCN2C(C)=O)C4)s1 (some centres not stated) | 3%
O=C(c1ccc(Cn2cnnn2)cc1)N1CCOc2ccc(C(O)C3CCCCC3)cc2C1 (configuration not stated) | -1%
O=C(c1cccnc1)C1CCCN(Cc2ccc3c(c2)CN(C(=O)c2ccc4[nH]ccc4c2)CCO3)C1 (configuration not stated) | -6%
O=S(=O)(NCc1nnc2n1CCN(Cc1ccccc1Cl)CC2)c1ccccc1 | -1%
COc1cc(OC)c(OC)cc1CN1CCCC(c2nc(C)ncc2-c2ccc(F)cc2)C1 (configuration not stated) | -2%
COc1cccc(CNC(=O)c2c(OC)cc(=O)n3c2CCN(C(=O)c2ccc(Cl)cc2)CC3)c1 | -6%
CN(C)c1ccc(C(=O)N2CCCC(Cn3cc(C(=O)N4CCCC4)nn3)C2)cc1 (configuration not stated) | 2%
CCn1c(-c2cccc(OC)c2)nc2cc(NC(C)=O)cc(C(=O)N3CCC[C@H]3C(=O)OC)c21 | 1%

An excerpt from above in order of their number in Glioma ERSR ind, largest number first.
SMILES | Glioma ERSR ind
O=C(c1cccc(Cl)c1)N1CCCC(Cn2cc(C(=O)N3CCCC3)nn2)C1 (configuration not stated) | 1%
COc1ccc2c(c1)-c1nc(-n3ncc(C(=O)NCC4CCCN(C)C4)c3C3CC3)ncc1CC2 (configuration not stated) | -2%
COc1cc(=O)n2c(c1C(=O)N(C)Cc1cscn1)CCN(Cc1ccc3c(c1)OCCO3)CC2 | -4%

Pulled by structure from the list above (3):
SMILES | Glioma ERSR ind
COc1ccc(/C=C/C(=O)N2CCc3c(cnc(C)c3CNS(=O)(=O)c3cccs3)C2)cc1 | 1%
COc1ccc(CNC(=O)C2CCCN2c2nc(C)c3ccccc3n2)cc1 (configuration not stated) | -3%
COc1cc(=O)n2c(c1C(=O)N(C)Cc1cscn1)CCN(Cc1ccc3c(c1)OCCO3)CC2 | -4%

Continued.
SMILES | Glioma ERSR ind
COc1ccccc1CCNc1ncnc2sc(C(=O)N3CCCCC3)c(C)c12 | -2%
CO/N=C1/CC2(CC3CC(C/C=C(/C)CC(C)/C=C\C=C4\COC5C(O)C(C)=CC(C(=O)O3)C45O)O2)OC(/C(C)=C/C(C)C)C1C (configuration not stated) | -11%
COc1ccc2c(c1)CCc1cnc(-n3ncc(C(=O)NCCN4CCOCC4)c3C)nc1-2 | 6%
C[C@@H]1CN(Cc2ccc3c(c2)CN(Cc2nc(-c4ccccc4)cs2)CCO3)C[C@H](C)O1 | 8%
COc1ccc(-c2cc(C(=O)N3CCc4c(cnc(C)c4CNC(=O)c4ccsc4)C3)[nH]n2)cc1 | -5%
COc1cc(OC)c2nc(-c3cc4c(c(OC)c3)OCCN(Cc3cn(C)nc3C)C4)cc(C)c2c1 | 2%
CCC(C)C1OC2(C=CC1C)CC1CC(C/C=C(\C)C(OC3CC(OC)C(OC4CC(OC)C(NC(C)=O)C(C)O4)C(C)O3)C(C)/C=C/C=C3\COC4C(O)C(C)=CC(C(=O)O1)C34O)O2 (configuration not stated) (tested in a mixture with another compound) | -11%
CC1=C(C(=O)OCCN(Cc2ccccc2)c2ccccc2)C(c2cccc([N+](=O)[O-])c2)C(P2(=O)OCC(C)(C)CO2)=C(C)N1 (configuration not stated) | -3%
CCC(O)CNC(=O)c1cnn(-c2nccc(-c3cc(C)sc3C)n2)c1C1CC1 (configuration not stated) | 4%
Cc1ccsc1CN1CCc2nnc(CCNC(=O)c3ccc(F)cc3)n2CC1 | -7%
COc1ccc(N2CCN(C(=O)c3cc(NC(C)=O)c4c(c3)ncn4CCc3ccccn3)CC2)cc1 | 1%
COCC1CCCN(Cc2ccc3c(c2)CN(C(=O)c2cnn(C(C)C)c2)CCO3)C1 (configuration not stated) | -2%
Cn1c(-c2ccncc2)nc2cc(C(=O)N3CCCC3c3nccs3)cc(NC(=O)C3CCC3)c21 (configuration not stated) | -5%
CC[C@H](c1ccccc1)c1noc(CCN(CC)CC)n1 | -4%
COc1ccc(CCNc2ncnc3sc(C(=O)N4CCCCC4)c(C)c23)cc1OC | -4%
Cc1c(C(=O)N(C)C2CCOC2)sc2ncnc(NCc3ccc4c(c3)OCO4)c12 (configuration not stated) | -3%
CC1(C)OC[C@@H](COC(=O)CCc2ccc(OC[C@@H](O)CNCCNC(=O)N3CCOCC3)cc2)O1 | -3%&-3%
CCOC(=O)Cc1cccc(-c2cc(CCCCCCc3ccc(O[C@H]4O[C@H](COC(C)=O)[C@@H](OC(C)=O)[C@H](OC(C)=O)[C@@H]4OC(C)=O)c(-c4cccc(CC(=O)OCC)c4)c3)ccc2O[C@H]2O[C@H](COC(C)=O)[C@@H](OC(C)=O)[C@H](OC(C)=O)[C@@H]2OC(C)=O)c1 | -3%
OC1(c2cccnc2)CCN(Cc2ccc3c(c2)CN(Cc2cc(F)ccc2F)CCO3)CC1 | -2%
O=C(O)CCC(=O)OC[C@@H](NC(=O)C(Cl)Cl)[C@H](O)c1ccc([N+](=O)[O-])cc1 | -3%
Cc1cnc(-n2ncc(C(=O)N(C)C3CCOC3)c2-c2cccs2)nc1-c1ccc(F)cc1 (configuration not stated) | 0%
O=C(NC(c1cccnc1)C(F)(F)F)c1cnn(-c2nccc(-c3cccs3)n2)c1C1CC1 (configuration not stated) | 2%
Cc1cc(-c2ccnc(-n3ncc(C(=O)NCC(C)(C)N4CCOCC4)c3C)n2)c(C)s1 | -5%
COC(=O)c1cn([C@@H]2C[C@@H](C(=O)Nc3cccc(SC)c3)N(C3CCCC3)C2)nn1 | 17%
COc1ccc(CN2CCC3(CCC(CNC(=O)c4ccco4)O3)CC2)cc1OC (configuration not stated) | 0%
SMILES | Glioma ERSR ind
COC(=O)c1ccccc1C(=O)N1CCc2c(cnc(C)c2CNC(=O)c2ccccc2F)C1 | -5%
CCc1cc(C(=O)NCC2Cc3cc(-c4ccccc4C(C)=O)ccc3O2)no1 (configuration not stated) | -2%
COc1ccc2cc(CNC3CCS(=O)(=O)C3)c(-c3ccc(OC)c(OC)c3)nc2c1 (configuration not stated) | -6%
CC(C)(O)C#Cc1ccc(CN2CCc3nnc(CCNC(=O)c4ccco4)n3CC2)cc1 | -2%
CN=C(NC)NCc1ccccc1 | -4%
Cc1ccc2nc(CNC(=O)c3cc(NC(=O)c4ccccc4)cc4ncn(C5CCCC5)c34)cn2c1 | 2%
COc1ccccc1C1CN(Cc2cccn2-c2ncccn2)Cc2ccccc2O1 (configuration not stated) | -3%
COc1cc(=O)n2c(c1C(=O)NC(C)c1ccco1)CCN(Cc1cc3ccccc3o1)CC2 (configuration not stated) | -6%
Cc1nn(-c2ccccc2)c(C)c1CC(=O)NCC1Cc2cc(F)cc(-c3cccnc3)c2O1 (configuration not stated) | -1%
Cc1c(C(=O)N2CCCCC2)sc2ncnc(NCCc3ccccn3)c12 | -4%
CN(C)CC(C)(O)c1ccc2c(c1)CN(C(=O)c1ccc(-n3cccn3)cc1)CCO2 (configuration not stated) | -4%
O=C(NCC1Cc2cccc(-c3cccnc3)c2O1)c1ccc2cc[nH]c2c1 (configuration not stated) | 0%
CC(C)Oc1ccc(C(=O)NCC2Cc3cc(Cl)cc(-c4ncccn4)c3O2)cc1 (configuration not stated) | -1%
Cc1nc(NCc2c(C)nn(C)c2Cl)sc1-c1ccn(CC2COc3ccccc3O2)n1 (configuration not stated) | -2%
CCC1CN(CCNC(=O)c2cc(C(C)C)nn2C)Cc2cc(OC)ccc2O1 (configuration not stated) | -3%

Sorted by molar mass (high to low): some entries from above
SMILES | Glioma ERSR ind
COc1cc(=O)n2c(c1C(=O)NC(C)c1ccco1)CCN(Cc1cc3ccccc3o1)CC2 (configuration not stated) | -6%
COc1ccc2cc(CNC3CCS(=O)(=O)C3)c(-c3ccc(OC)c(OC)c3)nc2c1 (configuration not stated) | -6%
CC(C)Oc1ccc(C(=O)NCC2Cc3cc(Cl)cc(-c4ncccn4)c3O2)cc1 (configuration not stated) | -1%
CN(C)CC(C)(O)c1ccc2c(c1)CN(C(=O)c1ccc(-n3cccn3)cc1)CCO2 (configuration not stated) | -4%
O=C(NCC1Cc2cccc(-c3cccnc3)c2O1)c1ccc2cc[nH]c2c1 (configuration not stated) | 0%
CN=C(NC)NCc1ccccc1 | -4%

Source: PubChem BioAssay (National Center for Advancing Translational Sciences (NCATS))
